Source: PubChem (National Center for Advancing Translational Sciences (NCATS))
GLP-1R agonist: GLP-1 receptor (human) agonism; P43220; HEK293 GLP-1R CRE-luciferase, luminescence, 4-6 h; cells express a hypersensitive GLP-1R form; Potency, µM (highest dose often 45.6 µM), for inactives: at the top dose activation, most hits filed as activators; 380,000 compounds, 0.007% hits; AID 624172; note: potency is the fitted concentration of half-maximal effect; % of control where 0% means no effect
Target sequence (P43220 whole entry, looked up): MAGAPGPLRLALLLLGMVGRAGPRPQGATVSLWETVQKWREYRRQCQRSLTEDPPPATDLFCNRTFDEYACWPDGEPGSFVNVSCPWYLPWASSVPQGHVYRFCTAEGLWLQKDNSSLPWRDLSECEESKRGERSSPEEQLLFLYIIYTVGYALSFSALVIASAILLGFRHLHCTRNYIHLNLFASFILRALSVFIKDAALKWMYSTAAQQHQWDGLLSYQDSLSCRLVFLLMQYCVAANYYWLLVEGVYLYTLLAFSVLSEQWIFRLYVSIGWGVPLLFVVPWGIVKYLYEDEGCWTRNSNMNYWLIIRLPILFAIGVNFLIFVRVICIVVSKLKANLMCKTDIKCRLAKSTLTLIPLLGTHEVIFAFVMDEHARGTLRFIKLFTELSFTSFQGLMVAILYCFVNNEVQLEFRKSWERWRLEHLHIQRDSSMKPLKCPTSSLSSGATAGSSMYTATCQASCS
PTHR1 agonist: agonists of human PTHR1 parathyroid hormone receptor. Q03431. HEK293 GP2 PTHR1 cells, GloSensor cAMP luminescence, 1 h. Potency, µM (series often up to 115 µM), inactives show at the top dose activation, actives largely listed as activators. 410,000 compounds, 0.075% hits; note: potency is the fitted concentration of half-maximal effect; nearly all actives have a fitted effect of over 55% in size; some results filed as inactive show a strong effect at the top dose; inactives centre near -15; many of its hits are not listed in these tables
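HEK-293-derived GP2 cells expressing PTHR1 and a GloSensor cAMP reporter, 3,000/well, plated overnight, given luciferin plus IBMX (each 0.5 mM as added) for 1 h at 37 °C, then compound for 1 h at 37 °C. Luminescence was read after 15 min at room temperature.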
IL-2 act: activates IL-2 in a cell-based reporter assay | IL-2 activation reporter assay, cell-based qHTS; stimulated with anti-CD3/CD4/CD28 beads; in transgenic mouse T cells | activation, % (series mostly up to about 46 µM) | 360,000 compounds, 0.065% hits | AID 652025; in the data active = activation above about 50%; inconclusive = mostly about 30% to 49%; note: 0% is about no effect
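Unstimulated transgenic mouse T cells; 60-min compound exposure; bead-based TCR/CD4/CD28 stimulation; 18 h culture, 37 degrees C; dual fluorescence (EGFP, DsRed) plate cytometry.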
PI5P4K alpha inh: PI5P4K alpha (human) kinase inhibition; P48426; PI5P4Kalpha enzyme, ADP-Glo luminescence, 60 min; active compounds read low; max response, %; 330,000 compounds, 1.2% hits; AID 652105; active = max response of -50% or lower; inconclusive = between -30% and -50%; inactive = -30% or higher; note: value at the top dose of about 77 µM; % is set by controls: 0 for no effect and ±100 for the full control effect
Target sequence (P48426 whole entry, looked up): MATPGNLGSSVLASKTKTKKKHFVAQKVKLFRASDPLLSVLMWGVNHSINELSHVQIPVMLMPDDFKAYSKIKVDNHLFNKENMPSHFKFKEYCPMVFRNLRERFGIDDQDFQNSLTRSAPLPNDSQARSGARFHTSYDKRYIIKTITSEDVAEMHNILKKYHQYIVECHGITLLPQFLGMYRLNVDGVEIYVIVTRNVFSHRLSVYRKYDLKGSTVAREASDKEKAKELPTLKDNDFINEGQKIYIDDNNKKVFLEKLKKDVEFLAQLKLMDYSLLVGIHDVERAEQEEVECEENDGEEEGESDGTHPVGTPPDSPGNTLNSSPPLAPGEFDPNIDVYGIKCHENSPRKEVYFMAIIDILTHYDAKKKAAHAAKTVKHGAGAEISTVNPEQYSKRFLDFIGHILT
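Reactions run in 0.038 M HEPES pH 7.4, 0.28 mM EGTA, 0.1% CHAPS and 5% DMSO, with PI5P4Kalpha, substrate, compound and 5 microM ATP final, one hour at room temperature. Readout is ADP-Glo luminescence.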
HEK293 tox: cytotoxic in the GLP-1 receptor inverse agonist counter-screen; HEK293 cAMP-luciferase reporter cells, luminescence, 24 h; 410,000 compounds, 0.13% hits; AID 624418; Potency, µM (doses to about 38.3 µM), without a hit: at the top dose activity change, negative = inhibition, actives largely listed as inhibitors;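 note: loss of luciferase light is scored as toxicity; potency is the fitted concentration of half-maximal effect; % is set by controls: 0 for no effect and ±100 for the full control effect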
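1536-well qHTS counterscreen of the MLSMR; 200 cells/uL, 12 h pre-incubation, 23 nL cpd, 24 h at 37 deg C 5% CO2, luciferase detection reagent, 12 min RT, luminescence. Inhibition = undesired.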
EPAC1 antag: blocks human EPAC1 exchange factor; 360,000 compounds, 0.14% hits; Potency, µM (top dose mostly 115 µM), inactives show at the top dose activity change, negative = inhibition, actives largely listed as inhibitors; AID 720709; O95398; EPAC1 GEF assay, Rap1b-BODIPY-GDP exchange fluorescence;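 note: potency is the fitted concentration of half-maximal effect; plate controls were vehicle for no effect and positive control for full effect; nearly all actives have a fitted effect of over 50% in size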
EPAC1 ag: activates human EPAC1 exchange factor; O95398; AID 720707; 360,000 compounds, 0.073% hits; EPAC1 agonist qHTS, biochemical assay; response scale: 100% = response to 6.5 mM cAMP; Potency, µM (series often up to 154 µM), for inactives: at the top dose activation, hits mostly activators; note: potency is the fitted concentration of half-maximal effect; nearly all actives have a fitted effect of over 60% in size
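EPAC1 100 nM, Rap1B–BODIPY-GDP 250 nM, unlabeled GDP 50 uM; compound titration; 5 min RT; kinetic read ex480/em540 at 5-min intervals ×30 min; data normalized to 6.5 mM cAMP agonist control.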
PLK1 PBD inh: inhibitors of human PLK1 polo-box domain binding | Plk1 PBD binding of FITC phosphopeptide, fluorescence polarization | AID 720504 | Potency, µM, for inactives: max response, negative = inhibition, actives largely listed as inhibitors | 360,000 compounds, 2.8% hits | P53350; note: potency is the fitted concentration of half-maximal effect; series mostly up to about 57 µM; % is set by controls: 0 for no effect and ±100 for the full control effect; nearly all actives have a fitted effect of over 65% in size
GLP1R inv ag: GLP-1 receptor (human) inverse agonism. P43220. HEK293 GLP-1R CRE-luciferase, luminescence, 24 h; GLP-1R form is constitutively active. Potency, µM (titrated, usually from 38.3 µM), for inactives: top-dose activity change, negative = inhibition, hits mostly inhibitors. 410,000 compounds, 1.6% hits; note: potency is the fitted concentration of half-maximal effect; % is set by controls: 0 for no effect and ±100 for the full control effect; nearly all actives have a fitted effect of over 55% in size
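HEK293 cells stably co-expressing a cAMP-responsive luciferase reporter and constitutively active GLP-1R were seeded, incubated 12 h, then exposed to compounds for 24 h at 37 C. Luminescence was read 12 min after detection reagent; inverse agonists lower signal.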
An asterisk follows results filed as active; i = inactive; ? = inconclusive; nt = no result given; & = joins results of further samples; [ ] = another dose, or the depositor's remark. Unless noted, calls come from the whole dose curve; as a rule, active = well fitted curve in the direction sought with a large enough effect; inconclusive = small, poorly fitted or top-dose-only effect, or another doubt; inactive = no such curve, though single readings can be large; an effect the other way counts as inactive or inconclusive.

SMILES | GLP-1R agonist | PTHR1 agonist | IL-2 act | PI5P4K alpha inh | HEK293 tox | EPAC1 antag | EPAC1 ag | PLK1 PBD inh | GLP1R inv ag
CCCCCCCN1CCN=C1N(C)C | -6% | -18% | 0.0 | 5 | 1% | 11% | -6% | 4% | 3%
CC(=O)NS(=O)(=O)c1ccc(NC(=O)/C=C/c2ccc(C)o2)cc1 | -2% | -22% | -1.0 | ? | 0% | -14% | 2% | 21µM* | 7%
COC(OC)C(C)NC(=O)NC(=O)c1ccccc1Cl (stereo not drawn) | -6% | i | 0.8 | 1 | -1% | 3% | 6% | 7% | 0%
Cc1ccc(S(=O)(=O)N2CCOCC2)cc1NC(=O)CSc1nnc(COc2ccccc2F)n1N | 0% | -3% | 1.0 | -2 | -9% | -7% | 8% | 1% | -1%
Cc1ccc2nc(C3CCN(C(=O)c4ccco4)CC3)[nH]c2c1 | 18% | i | -2.5 | nt | -9% | 13% | -4% | -5% | -10%
COc1ccc(CNC(=O)Cn2cc(C)c(=O)[nH]c2=O)cc1 | -4% | -6% | 1.8 | 1 | -7% | 10% | -4% | -15% | 8%
CS(=O)(=O)N(CC(=O)Nc1cccc(F)c1)Cc1ccccc1 | 1% | i | 4.6 | nt | -17% | -8% | 2% | 1% | ?
COc1ccc(Oc2nc(-c3ccccc3)ncc2C(=O)O)cc1 | 0% | i | -0.1 | -1 | -1% | 8% | 6% | -13% | 0%
CCOC(=O)C1CCN(S(=O)(=O)c2cc3c4c(c2)C(C)C(=O)N4CCC3)CC1 (stereo not drawn) | 7% | 8% | 7.2 | 5 | -10%&-4% | -1% | -1% | 1% | 10%&0%
O=C(Nc1ccc2ccccc2c1)NC1CCS(=O)(=O)C1 (stereo not drawn) | 4% | -21% | 3.9 | 2 | 2% | -10% | 5% | -18% | -9%
COCCn1c(SC(C)C(=O)Nc2ccc3c(c2)OCCO3)nc2ccccc2c1=O (stereo not drawn) | 1% | i | -0.6 | -10 | -3% | -1% | -4% | -7% | 0%
Cc1cc(C)n(Cc2ccccc2Cl)n1 | -5% | -5%[57.5 µM] | -1.6 | 0 | -12% | -29% | 1% | -10% | -11%
Cn1nnnc1SCCNCc1ccc(OCc2ccccc2)cc1 | 4% | -4% | nt | nt | 3% | nt | nt | nt | -4%
C=Cc1ccc(CN2C(=O)N(c3ccc(CC)cc3)S(=O)(=O)c3ccccc32)cc1 | 0% | -28% | nt | nt | 3% | nt | nt | nt | ?
O=C(CCNS(=O)(=O)c1ccc(F)c(F)c1)NCCN1CCOCC1 | 2% | i | 1.1 | 1 | -10% | -4% | 4% | -12% | 7%
CC(C)(C)n1cnc2cc(NC(=O)c3ccccc3)ccc21 | 0% | i | -0.3 | 3 | 11% | -17% | 7% | -1% | ?
Cc1ccc(-n2c(COc3ccccc3)n[nH]c2=S)cc1 | 5% | -4% | 0.1 | -19 | 21% | ? | 1% | -20% | 0%
COC(=O)C1=C(C(=O)OC)[C@@H]2Nc3ccccc3[C@@]23C[C@@H](C(=O)OC)N(C(=O)NC2CCCCC2)C3=N1 | -2% | -22% | 2.5 | -4 | 1% | 0% | 0% | ? | 6%
O=C(COC(=O)c1cccc(S(=O)(=O)N2CCCCCC2)c1)Nc1ccccc1 | 1% | i | -2.7 | -7 | -6% | 0% | 5% | 1% | -14%
CC(On1nnc2ccc(S(=O)(=O)N3CCOCC3)cc21)C(=O)Nc1ccccc1F (stereo not drawn) | 14% | i | 0.0 | -4 | 7% | -17% | 5% | 5% | -2%
O=C(NC(NCc1ccccc1)C(Cl)(Cl)Cl)c1cccnc1 (stereo not drawn) | 0% | i | 0.2 | 5 | 0% | 10% | 3% | -7% | -21%
CC(C)(C)[C@H]1COC(=O)CCCC/C=C\C[C@H](CC(=O)N(CCO)Cc2ccccc2)C(=O)N1 | 4% | i | 1.3 | 4 | -6% | -1% | 4% | -8% | 4%
CCN(CC)c1cc(C)c2cc(NC(=O)/C=C/c3ccccc3Cl)ccc2n1 | 2% | -24% | nt | nt | ? | nt | nt | nt | ?
CN(C)C(/C=C/Nc1ccc(Br)cc1)=C(C#N)C#N | 0% | -2% | 0.5 | 2 | -3% | 12% | 1% | -19% | 12%
CC(C)(C)OC(=O)N1CCOCCOCCNCCOCCOCC1 | -10% | -33%[inhibitor][57.5 µM] | 0.0 | 0 | -7% | 16% | -7% | -4% | 5%
O=C(COC(=O)/C=C/c1cccc(Cl)c1)NC1CCCC1 | -8% | 0% | 0.6 | 1 | 2% | 4% | -7% | 0% | 13%
C/C(=N\OCC(=O)Nc1nc2ccccc2s1)c1ccccc1 | -23% | i | -0.2 | -1 | -4% | 15% | 8% | 0% | 25%
CC(=O)N1CCC(c2c[nH]c3ccccc23)CC1 | 3% | i | 2.1 | -1 | 7% | 4% | -2% | 3% | 12%
CN(c1ccccc1)c1nc(N)c([N+](=O)[O-])c(NCCO)n1 | 27% | i | -0.2 | -3 | 0% | -8% | 1% | -2% | 97%[activator]
Cc1noc(C)c1S(=O)(=O)N1CCC(C(=O)N2CCN(Cc3ccc4c(c3)OCO4)CC2)CC1 | 0% | -10% | -0.5 | 1 | 3% | -3% | 0% | -1% | -15%
O=C(NCc1ccco1)C1CCN(S(=O)(=O)c2cccc3cccnc23)CC1 | 1% | -4% | 2.2 | -3 | ? | -8% | -21% | -2% | 7%
Cc1ccc(Nc2nnc(SCC(=O)Nc3cccc(S(=O)(=O)N4CCCCC4)c3)s2)cc1 | -2% | i | -0.8 | 6 | -10% | ? | -1% | -18% | ?
Oc1c(Br)cc(Br)cc1C=Nc1cccnc1 | -6% | 0% | 0.5 | ? | 18% | -10% | -4% | ? | ?
O=C(Nc1ccccn1)c1cc(-c2cccc(Cl)c2)nc2ccccc12 | 16% | -12% | -3.5 | -2 | -20% | ? | 0% | -3% | ?
COc1ccc(CCNC(=O)CCCn2c(=O)c3ccccc3n(CC(=O)Nc3cc(Cl)ccc3C)c2=O)cc1OC | 0% | -15% | nt | nt | 4% | nt | nt | nt | 5%
C=C(CC[C@@H](O)C(C)(C)O)[C@H]1CC[C@]2(C)[C@@H]1CCC1[C@@]3(C)CCC(=O)C(C)(C)C3CC[C@]12C (stereo partly drawn) | 8% | i | -0.6 | 14 | -14% | -23% | 1% | -5% | -6%
CCOC(=O)c1sc(NS(=O)(=O)c2ccc(NC(C)=O)cc2)nc1C | -8% | 7%[57.5 µM] | -1.4 | nt | -10% | 5% | 2% | -6% | -5%
Cc1cc(NC(=O)CSCC(=O)Nc2ccccc2OC(F)F)no1 | 5% | i | 1.7 | 3 | 5% | 1% | -6% | -5% | 0%
O=C(Nc1ccccc1C(=O)Nc1ccccc1)c1ccccc1Br | 1% | -26% | -6.7 | 6 | 0% | 7% | -2% | -1% | ?
COc1ccc(C(=O)Nc2cc3c4c(c2)CC(=O)N4CCC3)c(OC)c1 | 4% | -54%[inhibitor] | -1.0 | 0 | -28% | -3% | -6% | 2% | 7%
O=C(O)C1=C[C@H](c2ccc3c(c2)OCO3)C[C@H](OCc2ccc(CO)cc2)O1 | -2% | ? | 0.1 | -4 | 1% | -19% | -32% | -12% | -12%
CC(C)c1cc(C(=O)N/N=C/c2ccco2)n[nH]1 | 8% | i | 4.1 | 0 | 1% | -2% | 12% | 7.5µM* | 4%
Cc1ccc(/C=N/n2cnc3sc4c(c3c2=O)CCCC4)o1 | 1% | i | -1.7 | nt | 11% | 3% | 17% | -15% | 4%
CC(C)NC(=O)Cn1c(SCC(=O)NC2CCCC2)nc2ccccc21 | 0% | -19% | -0.7 | 5 | -3% | 19% | 5% | -6% | -4%
CCOc1ccc2nc(NCCCNC(=O)c3cc(OC)c(OC)c(OC)c3)c(C#N)cc2c1 | 7% | i | -2.4 | 6 | nt | -15% | 1% | -16% | 36%[activator]
CC(CN(C)Cc1ccccc1)OC(=O)c1ccc(F)cc1 (stereo not drawn) | -5% | i | -0.8 | 4 | 4% | -10% | -1% | 10% | ?
Cc1cc(C)c(C(=O)COc2cccnc2[N+](=O)[O-])cc1C | -9% | -47%[57.5 µM] | -0.6 | ? | -12% | -27% | 0% | ? | ?
COc1cc(C(=O)Oc2cc(N)n(S(=O)(=O)c3ccc(F)cc3)n2)cc(OC)c1OC | -2% | -35%[inhibitor] | 0.6 | 1 | 9% | -16% | 6% | -15% | -9%

Profiles, looked up by structure.
CC(CN(C)Cc1ccccc1)OC(=O)c1ccc(F)cc1 (stereo not drawn) reads GLP-1R agonist: -5%; PTHR1 agonist: i; IL-2 act: -0.8; PI5P4K alpha inh: 4; HEK293 tox: 4%; EPAC1 antag: -10%; EPAC1 ag: -1%; PLK1 PBD inh: 10%; GLP1R inv ag: ?
Cc1ccc(/C=N/n2cnc3sc4c(c3c2=O)CCCC4)o1 reads GLP-1R agonist: 1%; PTHR1 agonist: i; IL-2 act: -1.7; PI5P4K alpha inh: nt; HEK293 tox: 11%; EPAC1 antag: 3%; EPAC1 ag: 17%; PLK1 PBD inh: -15%; GLP1R inv ag: 4%

Shown as a hit in PLK1 PBD inh, of those listed so far:
compound,GLP-1R agonist,PTHR1 agonist,IL-2 act,PI5P4K alpha inh,EPAC1 antag,PLK1 PBD inh
CC(=O)NS(=O)(=O)c1ccc(NC(=O)/C=C/c2ccc(C)o2)cc1,-2%,-22%,-1.0,?,-14%,21µM*
CC(C)c1cc(C(=O)N/N=C/c2ccco2)n[nH]1,8%,i,4.1,0,-2%,7.5µM*

A portion of the library; the hit share may differ from the screen's.
